CendR NRP1 mod: modulators of CendR peptide binding to human neuropilin-1; inhibition, % at 25 µM; FAM-RPARPAR peptide binding to NRP-1, fluorescence polarization; actives 0.85% (n = 360,000);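 active = inhibition or corrected inhibition above about 18%, plus a signal ratio from 0.5 to 1.5, limit read from the data, passing the limit was not always enough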; note: strong numbers were not always called active
Neddyl block: blocks human cullin neddylation; calls only at 25 µM; actives 0.58% (n = 360,000); AID 651699; TR-FRET cullin neddylation, biochemical; in the data active = inhibition above about 36%
MT1-MMP act inh: blocks activation of human MT1-MMP | P50281 | HT1080 RFP-PRO-GFP cells, GFP/RFP ratio fluorescence, overnight; percent of plate control window, DMSO zero | GFP/RFP ratio change, % at 20 µM | actives 0.061% (n = 360,000);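 active = GFP/RFP ratio change of at least 30% with cell ATP level not reduced by more than half and red fluorescence within 50% of control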; note: strong numbers were not always called active
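Assay system: RFP-PRO-GFP reporter HT1080 cells; read-out basis: GFP/RFP fluorescence ratio; benchmarks: DMSO wells and RFP-L50D-GFP cells; doses: 20 µM single dose, 1% DMSO; schedule: overnight cell settling, then overnight compound exposure, 37 °C, 5% CO2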
MsrA inhibitor: inhibitors of bovine MsrA; purified bovine MsrA, absorbance read-out; inhibition, % at 15.5 µM; actives 0.75% (n = 360,000); in the data active = inhibition above about 4.5%;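 note: 0% = vehicle wells with enzyme and 100% = reference inhibitor wells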
bovine MsrA act: bovine methionine sulfoxide reductase A activation | AID 602163 | activation, % at 10.6 µM | actives 0.3% (n = 360,000) | purified bovine MsrA, absorbance read-out; in the data active = activation above about 7.5%;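 note: 0% = vehicle and 100% = reference activator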
eLon inh: E. coli protease La inhibition; AID 602123; P0A9M0; purified E. coli Lon protease, fluorescence polarization; inhibition, % at 7.94 µM; actives 0.42% (n = 360,000); in the data active = inhibition above about 13%, passing the limit was not always enough;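 note: 0% = enzyme with probe and DMSO and 100% = no enzyme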
FAS-TE inh: blocks the thioesterase domain of human fatty acid synthase. inhibition, % at 15 µM. P49327. recombinant FAS-TE, OMFH fluorogenic substrate, fluorescence endpoint. actives 0.67% (n = 360,000);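 active = compounds whose normalised, plate-corrected inhibition of enzyme fluorescence in the single-dose primary screen is 50% or more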;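 note: 0% = DMSO with enzyme and 100% = substrate without enzyme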
SKN-1 block: C. elegans SKN-1 inhibition; C. elegans VP596 Pgst-4::GFP/RFP ratio, acrylamide-induced, 24 h; inhibition, % at 21.8 µM; actives 0.49% (n = 360,000); AID 624304;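 active = interference check ratio from 0.5 to 1.5 plus GFP to RFP signal ratio inhibition reaching or exceeding a fixed threshold, cut at about 30% in these data, passing the limit was not always enough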; note: some compounds called inactive have numbers as strong as hits
Rin1-Abl PPI inh: inhibitors of human Rin1-Abl protein interaction | P00519+Q13671 | TR-FRET Rin1/Abl binding, biochemical | inhibition, % at 7.35 µM | actives 0.4% (n = 360,000) | AID 588664; in the data active = inhibition above about 5%, passing the limit was not always enough
An asterisk follows results filed as active; i = inactive; . = not tested or not shown.

Below each SMILES: CendR NRP1 mod	eLon inh	Rin1-Abl PPI inh	MsrA inhibitor	Neddyl block	MT1-MMP act inh	bovine MsrA act	FAS-TE inh	SKN-1 block
COc1ccc(/C=C/C(=O)NC(=S)NN2CCCCC2c2cccnc2)cc1 (centres undefined)
 : -2	1	-3	.	i	2	-5	0	-8
c1ccc(COc2ncnc3c2ncn3CCCNCCN2CCOCC2)cc1
 : 5	-4	0	-0.6	i	2	3	-9	-3
CCNC(=O)C1(C)CCCN(C(=O)Cc2ccc(OC)c(OC)c2)C1 (centres undefined)
 : 20	0	2	0.1	i	10	-6	-12	13
COc1cc(NC(=O)Cn2c(C)cc3ccccc3c2=O)cc(OC)c1OC
 : 7	-1	-4	0.5	i	3	1	-3	26
CCOC(=O)/C(C#N)=N\Nc1cc(Cl)ccc1OC
 : -62	1	1	-1.8	i	0	2	-5	-1
O=C(CN1C(=O)C2CC=CCC2C1=O)OCc1cc(=O)n2cc(Br)ccc2n1 (centres undefined)
 : 2	9	-6	0.9	i	0	-4	-4	-3
COC(=O)c1ccc(CSc2nnc3n(Cc4ccccc4OC)c(=O)c4ccccc4n23)o1
 : -4	-7	1	0.5	i	5	-1	9	-3
O=C(Nc1ccc2c(c1)OCCO2)C(=O)c1c[nH]c2ccccc12
 : -26	-4	0	1.9	i	6	-2	4	-1
CC(C)C(=O)Nc1ccc(NC(=O)c2cccs2)cn1
 : 1	-4	1	-0.4	i	-5	-10	-6	-2
COC(=O)c1ccccc1S(=O)(=O)Nc1ccc(OC)nc1
 : -4	-2	-1	1.8	i	6	-2	-9	19
CCOC(=O)CC(=O)CSc1ccc2nnc(-c3cccc(F)c3)n2n1
 : -4	-1	-3	0.1	i	-6	-7	7	-6
Cc1onc(-c2ccccc2)c1C(=O)N(C)CCc1ccccn1
 : 15	-7	0	-1.1	i	0	-4	8	-3
Cc1ccc(CN2CCN(Cc3nc4c(s3)CCCC4)CC2CCO)cc1 (centres undefined)
 : -2	6	0	-1.1	i	0	-4	-2	-3
O=C1/C(=C/c2cccnc2)Oc2cc(OS(=O)(=O)c3ccc(F)cc3)ccc21
 : -4	-11	0	1.2	i	3	-3	-5	-2
CC1CCCCC1NC(=O)COC(=O)c1c2c(nc3ccccc13)/C(=C\c1ccco1)CC2 (centres undefined)
 : -37	-5	5	0.5	i	6	-1	11	4

Full records from above.
`Cc1ccc(CN2CCN(Cc3nc4c(s3)CCCC4)CC2CCO)cc1` (centres undefined) reads CendR NRP1 mod = -2; eLon inh = 6; Rin1-Abl PPI inh = 0; MsrA inhibitor = -1.1; Neddyl block = i; MT1-MMP act inh = 0; bovine MsrA act = -4; FAS-TE inh = -2; SKN-1 block = -3
`O=C(Nc1ccc2c(c1)OCCO2)C(=O)c1c[nH]c2ccccc12` reads CendR NRP1 mod = -26; eLon inh = -4; Rin1-Abl PPI inh = 0; MsrA inhibitor = 1.9; Neddyl block = i; MT1-MMP act inh = 6; bovine MsrA act = -2; FAS-TE inh = 4; SKN-1 block = -1

(more compounds)
Below each SMILES: CendR NRP1 mod	eLon inh	Rin1-Abl PPI inh	MsrA inhibitor	Neddyl block	MT1-MMP act inh	bovine MsrA act	FAS-TE inh	SKN-1 block
COCCNC(=O)C(=O)Nc1ccc2c(c1)N(S(=O)(=O)c1cccs1)CCC2
 : -15	5	-3	0.0	i	-3	-1	1	11
CC1(C)CC(=O)C(N=Nc2ccc(-c3ccccc3)cc2)=C(O)C1
 : -40	-6	1	-1.0	i	-21	-3	-6	-6
COc1cccc(-c2cn3nc(C)c(C)nc3n2)c1
 : -73	-42	-1	2.1	i	0	-3	-17	10
Cc1ccc(S(=O)(=O)/N=C(\N)Nc2nc(C)c3ccc(C)cc3n2)cc1
 : 4	-3	-4	-0.9	i	-1	-2	28	-1
CCNC(=O)c1ccccc1-c1nc(-c2ccccc2OC)no1
 : -16	0	2	-2.0	i	-2	-5	-1	-6
CC(C)(C)OC(=O)[C@H](Cc1ccccc1)NC(=O)c1[nH]cnc1C(=O)N[C@@H](Cc1ccccc1)C(=O)OCc1ccccc1
 : 16	1	1	0.2	i	-12	3	16	7
COc1cc2c(cc1OC)C(c1ccccc1Br)NC(=O)C2 (centres undefined)
 : -5	-7	-1	0.9	i	4	2	-1	-7
NC(=S)Nc1ccc2c(c1)OCO2
 : 2	-2	1	-1.1	i	-5	15*	-4	-10
COC(=O)c1[nH]c2ccccc2c1NC(=O)CN1CCN(c2cccc(Cl)c2)CC1
 : 2	6	0	1.0	i	6	-3	26	15
O=C(NNC(=S)Nc1cccc(C(F)(F)F)c1)c1ccc(Cl)cc1Cl
 : -7	7	1	-0.4	i	6	-4	5	4
O=C(NC1CCCC1)C(c1ccncc1)N(Cc1ccco1)C(=O)c1ccc(-c2ccccc2)[nH]1 (centres undefined)
 : 0	-3	1	1.0	i	-13	-8	0	-4
Cc1nc(-n2nnc(CO)c2CO)nc2c1CCC2
 : -6	-15	-4	0.1	i	4	-4	-3	-8
CN1CCN(C(=O)C2(NC(=O)Nc3ccccc3Cl)CCCCC2)CC1
 : -34	-12	2	-0.7	i	4	0	-7	-4
CCOC(=O)Cn1cc(Cl)c(=O)c(Cl)c1
 : -9	-6	-5	-1.4	i	0	-4	-4	-5
CC(=O)N1CCc2cc(NC(=O)C3(C)CCN3Cc3ccccc3OC(F)F)ccc21 (centres undefined)
 : -13	2	-2	-1.6	i	4	1	6	4
CC1(C)N=C(N)N=C(N)N1c1ccc(OCC(=O)Nc2ccccc2)c(Cl)c1
 : -6	15	3	1.6	i	-13	-3	-9	-10
O=C(CC1CC2CCC1C2)NCc1cccs1 (centres undefined)
 : 6	0	-1	0.5	i	-2	-1	-3	-11
CCNC(=O)c1ccccc1SCc1ccccc1
 : 5	1	0	-1.2	i	-1	-4	-3	4
COc1ccc(CNC(=O)c2ccc(Br)o2)cc1
 : 2	-8	1	0.3	i	2	4	-3	1
COc1ccccc1N(CC(=O)NCC1CCCO1)C(=O)CCC(=O)Nc1nccs1 (centres undefined)
 : 4	-1	-2	0.4	i	2	-2	-6	-11
CCOC(=O)Cn1c(=O)oc2cc(S(=O)(=O)N3CCN(c4ccccn4)CC3)ccc21
 : -5	-6	-1	0.1	i	-1	-8	-10	-12
Cc1ccc(S(=O)(=O)N(CC(=O)Nc2cccnc2)c2ccc(Br)cc2)cc1
 : 0	14	-3	0.2	i	0	-1	18	11
C=C(C)CSc1nc2sc3c(c2c(=O)n1-c1ccccc1)CCN(C)C3
 : -19	-17	-7	1.0	i	-2	-2	-3	16
O=C(NCCNC(=O)c1cc(OCC(F)(F)F)ccc1OCC(F)(F)F)Nc1ccc(OC(F)(F)F)cc1
 : -2	6	0	-0.5	i	6	3	17	6
COc1ccc(CCC(=O)N2CCN(c3ccc([N+](=O)[O-])cc3)CC2)cc1OC
 : 6	-1	-7	1.0	i	0	-2	0	6
CCOc1cc(CN2CCc3c([nH]c4ccccc34)C2)ccc1OC
 : 3	-12	-2	-0.3	i	-3	-3	-3	14
COc1nc2ccccc2nc1N1CCN(Cc2ccc3c(c2)OCO3)CC1
 : 13	-5	3	1.2	i	-3	-2	18	15
CCCC(=O)Nc1ccc2c(c1)nc(CCNC(=O)c1ccco1)n2C
 : 12	-10	0	1.1	i	1	-3	-5	1
C1CC(CN2CCOCC2)CN(Cc2nc(CC3CC3)no2)C1 (centres undefined)
 : -10	-10	5	-1.0	i	-2	-2	-11	0
CCOC(=O)C(C#N)C(Cc1ccccc1)c1ccco1 (centres undefined)
 : -5	-11	-4	-0.5	i	-1	-1	4	-7
Cc1ccc(Sc2ccc(NC(=O)CCl)cc2)cc1C
 : 4	8	3	3.2	i	-9	-3	41	4
N=c1sccn1CC(=O)N1N=C(c2ccc(Cl)cc2)CC1c1ccco1 (centres undefined)
 : -21	-5	1	1.9	i	-5	-1	-75	6
Cc1nc(C2CCCCC2)c(-c2ccccc2)c(N2CCOC2=O)c1C
 : -10	-25	2	-0.2	i	-15	-1	8	-11
CC(C)C(=O)Nc1ccc(C(=O)NNC(=S)NC(=O)c2ccco2)cc1
 : 3	0	0	1.0	i	1	-2	-6	-5
COc1ccc(N(C(=O)C2CSC(=O)C2)C(C(=O)NC(C)(C)C)c2ccncc2)cc1 (centres undefined)
 : -22	8	4	-0.8	i	1	-7	-13	5
O=C(O)c1ccc(-c2nc(-c3cccc(C(F)(F)F)c3)cs2)cc1
 : 3	-4	-2	0.3	i	3	-2	15	-5
COc1ccc(N2CCN(C(=O)COc3ccc(S(=O)(=O)N4CCOCC4)cc3C)CC2)cc1
 : 8	5	1	-0.4	i	2	-2	1	1
COc1ccc(OC)c(NC(=O)CSCC(=O)O)c1
 : -2	-11	2	1.0	i	-6	-2	-9	-4
Cc1ccccc1NC(=O)CCCC(=O)c1ccccc1
 : 18	1	3	-0.7	i	8	-2	-4	4
C/C(NC(=O)c1cccc(F)c1)=C1/C(=O)C[C@@H]2[C@H]1C2(C)C
 : -2	-4	2	-0.4	i	-1	5	21	4
CCC1(c2ccccc2)NC(=O)N(CC(=O)N(c2ccccc2)C2CCS(=O)(=O)C2)C1=O (centres undefined)
 : 2	-9	1	-0.7	i	4	-3	-8	16
Cc1c(C(=O)NCc2cccc([N+](=O)[O-])c2)sc(=O)n1Cc1ccc(C(C)C)cc1
 : 2	-3	4	-0.5	i	-2	-4	26	8
COc1ccc(-c2sc3cc4c(cc3c2-c2ccc3c(c2)OCCO3)OCO4)cc1
 : -8	-2	-3	0.2	i	8	-1	30	-5
O=C1NC(c2ccccc2)(C(F)(F)F)C(=O)N1Cc1cccnc1 (centres undefined)
 : -3	2	-2	1.1	i	1	-3	-9	16
CCOC(=O)N1CCC(NC(=O)c2cc(-c3ccc(F)cc3)[nH]c2C)CC1
 : -1	5	-2	0.0	i	5	2	0	8
Cn1cnnc1SCC(=O)Nc1ccc2nc(SCc3cccc4ccccc34)sc2c1
 : -6	6	0	0.8	i	2	-2	-2	-2
COC(=O)CS(=O)(=O)c1cc(Br)cc2c1N(C(C)=O)CC2
 : 0	-2	1	-1.1	i	-1	-4	-1	-18
CC12CCC(C(=O)N(CCCN3CCN(Cc4ccccc4)CC3)C1=O)C2(C)C (centres undefined)
 : -11	-10	-1	0.8	i	-1	-5	-2	-8
O=C1CC2c3ccccc3C1C1C(=O)N(CCO)C(=O)C21 (centres undefined)
 : 9	4	5	1.6	i	0	-2	0	5
Cc1ccc(F)c(S(=O)(=O)NC(=O)C2(C)CCN2C(=O)CC(c2ccccc2)c2ccccc2)c1 (centres undefined)
 : -1	4	0	-0.5	i	3	1	-9	6
CC(=O)c1cc2c(cc1NC(=O)CN1CCCCC1C)OCO2 (centres undefined)
 : -6	3	2	2.2	i	-2	-2	4	14
Cc1ccc2cc(CN(CCCN(C)C)C(=S)NCc3ccccc3)c(=O)[nH]c2c1C
 : 7	6	-5	0.9	i	-8	-9	3	4
Cc1ccc(S(=O)(=O)NCc2cccnc2)cc1C(=O)NC1CCCCC1
 : 11	-5	-1	-0.4	i	3	-1	-6	25
CCOC(=O)C1CCCN(C(=O)c2[nH]c(C(F)(F)F)nc2-c2ccccc2)C1 (centres undefined)
 : -9	-7	-2	-0.6	i	6	-2	-5	8
COc1ccc(/C=C/C2=NC(=C\N(C)C)/C(=O)O2)cc1
 : -2	2	-1	4.2	i	11	-5	-2	-13
COC(=O)c1cc(=O)n(-c2ccc(C(F)(F)F)cc2)[nH]1
 : 3	-3	1	0.3	i	-1	-2	-4	22
CCOc1nc(NCc2ccco2)nc(Nc2ccc(OC)cc2)n1
 : 0	3	0	0.5	i	2	2	8	-6
CCOc1ccc(N2CCc3c(C)nc(SC)nc32)cc1
 : 6	-3	-2	-0.2	i	-1	-3	6	19

Assay outcomes as filed in PubChem.
